Statin myotox sup: suppressors of statin myotoxicity in C2C12 myotubes, primary screen, cell-based, single point, plate reader | C2C12 myotubes + simvastatin, ATP luminescence, 48 h; scaled: DMSO 0, geranylgeraniol control 100 | rescue of ATP level, % at 7.49 µM | 330,000 compounds, 0.78% hits | AID 602340, 2012;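 active = mean ATP rescue above about 67%, or every replicate alone reaching that limit, limit read from the data, passing the limit was not always enough; inconclusive = no clear call, values can overlap the other calls; inactive = mean under the limit and some replicate under it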;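 note: myotubes were challenged with 10 µM simvastatin during compound exposure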
LGR2 inh: inhibitors of bursicon-induced LGR2 CRE-luciferase signal, primary screen, cell-based, HEK293, CRE-luciferase reporter, bursicon stimulation | 380,000 compounds, 0.35% hits | bursicon-stimulated, 4 h | inhibition, % at 9.99 µM;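 active = drop in luminescence signal, shown as inhibition above about 50% in the replicate tests, limit read from the data, passing the limit was not always enough; inconclusive = probably only some replicates passing the limit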;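 note: agonist challenge used bursicon conditioned medium at about half maximal strength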
Cneo AK release: Cryptococcus neoformans cell lysis inducers, primary screen, AK release luminescence, single concentration; C. neoformans lysis, adenylate kinase release luminescence, 4 h; normalised: neutral wells 0, clomiphene wells 100; lysis activity, % at 15 µM; 360,000 compounds, 0.2% hits; AID 651654, 2012;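 active = mean lysis activity across replicates of at least 80%, whatever share of replicates individually reach that level; inactive = mean lysis activity below 80%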
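Test system: log-phase Cryptococcus neoformans yeast cells; Quantity: yeast cell density of 5 × 10^6 cells/mL; Buffer or medium: YPD; Doses: single compound concentration per well; Timing: 4 h at 37 °C static, read 1 h later; Measured by: AK luminescence; Read-out basis: lysis from increased AK signal; Control set: Clomiphene as positive control.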
S100A4 MyoIIA: inhibitors of S100A4-myosin IIA peptide binding, primary screen, biochemical, fluorescence polarization, TAMRA-MyoIIA peptide | Protein S100-A4 (Homo sapiens), P26447 | inhibition, % at 10.7 µM | 360,000 compounds, 0.14% hits;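 active = mean inhibition of at least 70% across replicates, with every replicate also reaching that level; inconclusive = mean inhibition reaches 70% but some replicates fall short; inactive = mean inhibition below 70%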
Target sequence (P26447 whole entry, looked up): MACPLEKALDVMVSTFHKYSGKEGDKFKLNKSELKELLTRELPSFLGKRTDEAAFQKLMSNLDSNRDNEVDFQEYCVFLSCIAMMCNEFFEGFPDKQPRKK
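Test system – S100A4 monomer (human) · Compound – single-point compound testing · Schedule – 5 min incubation before reading · Probe or stimulus – TAMRA-labelled myosin IIA heavy-chain peptide probe, 5 nM · Benchmarks – neutral control DMSO, positive control TFP · Medium – Calcium-containing HEPES buffer, pH 7.2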
Xi reactivation: activators of inactive X chromosome reactivation, primary screen, imaging, XiGFP fibroblasts, GFP high-content imaging, set 2. XiGFP mouse fibroblasts, % GFP-positive cells imaging, 3 d; cells co-treated with 5-aza-dC sensitizer; scaled so ellipticine positive control = 100%. activation, % at 7.58 µM. 360,000 compounds, 0.055% hits;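 active = mean normalized replicate activation at least 10% and every replicate at or above 10%; inconclusive = only one of the two criteria met; inactive = mean below 10% and not all replicates reach 10%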;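 note: 0% = median of on-plate neutral control wells and 100% = ellipticine 6 µM median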
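System: XiGFP fibroblasts, SV40-immortalized. Medium: DMEM plus 5-aza-dC sensitizer. Doses: single point. Timing: 3 d treatment, 15 min room-temperature fixation. Control set: ellipticine 6 µM.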
ERAP1 inh: human ERAP1 aminopeptidase inhibitors, primary screen, biochemical, single point, plate reader. Endoplasmic reticulum aminopeptidase 1 (Homo sapiens), Q9NZ08. inhibition, % at 10.7 µM. recombinant ERAP1, Leu-AMC fluorescence, 60 min. 340,000 compounds, 0.15% hits. AID 652197, 2013;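 active = mean replicate inhibition of at least 30%, or all replicates individually reaching that 30% level; inactive = mean below 30% and not every replicate reaching it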;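 note: 0% = neutral control wells and 100% = L-leucinethiol positive control wells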
SIRT5 inh: SIRT5 desuccinylase inhibitors, primary screen, biochemical, fluorescence imaging, single point, set 5. 330,000 compounds, 1.1% hits. AID 652115, 2013. inhibition, % at 15 µM. Purified SirT5, succinyl-peptide AMC, trypsin-coupled fluorescence; in the data active = inhibition above about 15%; inconclusive = no clear call, values can overlap the other calls
Target sequence (Q9NXA8 whole entry, looked up): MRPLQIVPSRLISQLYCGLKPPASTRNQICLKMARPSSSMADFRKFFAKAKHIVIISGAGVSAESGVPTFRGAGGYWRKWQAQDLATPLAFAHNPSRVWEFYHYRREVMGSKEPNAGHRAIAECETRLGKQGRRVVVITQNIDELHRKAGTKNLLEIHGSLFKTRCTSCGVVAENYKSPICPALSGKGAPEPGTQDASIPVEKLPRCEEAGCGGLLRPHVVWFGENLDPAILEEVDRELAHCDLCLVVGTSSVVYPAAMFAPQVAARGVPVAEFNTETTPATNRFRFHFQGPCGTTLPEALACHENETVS
PGC1a acetyl inh: inhibitors of PGC1a acetylation signal, primary screen, cell-based, U2OS, AlphaScreen, inhibitor mode | AlphaScreen anti-acetyl-lysine; with virally co-expressed GCN5 acetyltransferase | inhibition, % at 15.6 µM | 350,000 compounds, 0.17% hits;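 active = every replicate shows inhibition of at least 40%; inconclusive = mean inhibition at least 40% but some replicate below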;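 note: 0% = neutral control wells and 100% = positive control wells; some results beyond the cut were filed as inactive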
Starred values were filed as active, the others as inactive; ? = inconclusive; nt = not tested or not shown; & = joins results of further samples.

smiles,PGC1a acetyl inh,ERAP1 inh,S100A4 MyoIIA,SIRT5 inh,Xi reactivation,Statin myotox sup,Cneo AK release,LGR2 inh
O=C(Nn1c(-c2ccc(Br)cc2)nc2ccccc2c1=O)c1ccncc1,-0.2,-3.8,2.1,1.0,0.0,nt,nt,-1.7
C[C@H](CO)N1C[C@H](C)[C@H](CN(C)C(=O)Nc2ccccc2)OCCCC[C@H](C)Oc2ccc(NC(=O)C3CCCCC3)cc2C1=O,2.9,1.7,-9.4,3.9,0.1,nt,-1.3,68.7*
CCOc1ccc(NC(=O)CN(C)C(=O)CCCOc2ccc(Cl)c(C)c2)cc1OCC,-1.9,3.4,2.3,-2.7,0.2,nt,-2.7,24.4
Cc1ccc(C(=O)N2N=C(c3ccccc3)CC2(O)C(F)(F)F)o1 (centres undefined),-2.7,-0.6,0.3,-0.5,0.0,18.1,-1.9,5.3
CCCn1c(SCC(=O)c2c(N)n(C3CC3)c(=O)[nH]c2=O)nnc1-c1ccncc1,0.9,6.8,-13.9,-4.1,0.0,4.5,-0.4,-11.9
Cc1ccccc1C(=O)Nc1ccnn1C1CCN(C2CCSCC2)CC1,nt,-2.7,0.4,-0.2,-0.1,nt,-1.5,3.7
C[C@H]1CN([C@@H](C)CO)C(=O)c2cc(-c3cccnc3)cnc2O[C@@H]1CN(C)C(=O)c1cccc(F)c1,10.9,0.6,3.0,-1.2,-0.6,2.7,-0.2,-0.7
Cc1ccc(S(=O)(=O)Nc2ccc3c(c2)CC(=O)N([C@@H](C)CO)C[C@@H](C)[C@@H](CN(C)Cc2ccccc2)O3)cc1,-4.0,-13.1,5.2,2.2,0.1,12.6,-0.1,10.1
O=C(NCCN1CCOCC1)c1ccccc1OCc1ccccc1,nt,-8.4,-3.2,1.0,0.2,2.5,1.0,-12.9
CCOC(=O)c1ccc(NS(=O)(=O)c2cc3c(cc2C)NC(=O)CO3)cc1,3.6,-2.1,59.5,-3.2,0.2,14.2,-0.7,-5.9
CC(C)(C)OC(=O)NCCCCCc1nnc(SCc2c(F)cccc2Cl)o1,nt,1.3,-5.1,-3.3,0.0,nt,0.4,14.1
CC(C)CNC(=O)C1(C)CCCCCN1C(=O)c1cc2ccccc2s1 (centres undefined),-3.7,0.9,-0.2,nt,0.0,5.2,-0.2,-12.7
O=C(COC(=O)c1ccco1)NCc1ccc(F)cc1,-4.4,-2.2,3.7,-7.1,0.0,nt,nt,8.9
CCCC(=O)Nc1ccc2c(c1)C(=O)N(C)C[C@@H](OC)[C@H](C)CN(C(=O)Cc1ccccn1)[C@H](C)CO2,0.6,nt,nt,nt,0.0,0.0,0.1,18.4
C[C@H]1CN([C@@H](C)CO)C(=O)c2cc(/C=C/c3ccccc3)cnc2O[C@@H]1CN(C)S(=O)(=O)c1cn(C)cn1,-11.6,-1.6,8.9,-17.4,0.5,3.9,-10.1,5.7
Cc1c(Cl)c(C(=O)N2CCCc3ccccc32)nn1C,-8.8,3.7,4.6,1.0,nt,64.4,-0.4,-1.8
N/C(=N\NC(=O)c1ccc(F)cc1)c1cc2ccccc2oc1=O,1.0,-0.3,5.2,-4.0,0.2,nt,nt,-9.3
CCN(CC(=O)Nc1c(F)cccc1F)C(=O)CCSc1ccc(C)cc1,nt,-1.7,?,-2.0,0.0,11.7,2.1,-6.5
CS(=O)(=O)Nc1cccc(C2=NN(C(=O)CCCC(=O)O)C(c3cccs3)C2)c1 (centres undefined),1.9,-0.1,-3.2,-3.4,0.0,15.4,-4.6,-3.7
CO[C@@H]1CN(C)C(=O)c2cc(NS(=O)(=O)CC(F)(F)F)ccc2OC[C@@H](C)N(Cc2cccnc2)C[C@@H]1C,-5.5,4.8,-1.6,nt,0.1,10.2,-0.7,10.4
O=C(O)c1ccc(SCc2ccccc2)nc1,-7.0,-3.4,-1.4,5.5,0.0,nt,2.1,-24.0
O=C(Nc1cccnc1)c1ccc(F)c(S(=O)(=O)N2CCOCC2)c1,3.3,-0.3,1.6,1.6,0.0,-9.0,1.1,20.5
CCc1nc2c(OCC=C(C)C)cccn2c1N(C)C(=O)c1ccccc1F,-20.3,-3.5,-1.9,0.5,0.3,-7.6,0.3,-10.7
COc1ccc(Cl)cc1NC(=O)CCS(=O)(=O)c1cc2c(cc1C)NC(=O)CO2,-3.5,2.1,-0.5,-1.3,0.7,0.2,-0.1,10.6
C(#Cc1ccccc1)CN1CCOCC1,nt,3.3,-3.1,-2.8,0.1,nt,nt,4.1
O=C(Nc1ccccc1C(F)(F)F)C(O)(c1ccccc1)C1CCCCC1 (centres undefined),4.6,-2.7,1.9,nt,0.0,-6.6,5.5,2.3
Cc1cc(C)c(S(=O)(=O)N2CCCC2CNC(=O)c2ccc3c(c2)OCO3)c(C)c1 (centres undefined),-5.2,2.1,-1.1,1.2,-0.7,5.1,-4.7,4.8
C=CCOc1ccc(C(c2c(C(=O)O)[nH]c3ccccc23)c2c(C(=O)O)[nH]c3ccccc23)cc1,nt,14.0,0.2,2.2,0.0,5.2,2.7,9.2
COc1cccc(CNC(=O)c2cc3c(c(-c4cccc(-c5cccc(C#N)c5)c4)n2)[C@H](CCO)N([S@@](=O)C(C)(C)C)C3)c1,-14.7,-0.2,-25.7,4.3,-0.1,-15.2,8.1,-9.5
Cc1ccc(Cn2c(O)c(N=NC(=S)Nc3ccccc3F)c3ccccc32)cc1,nt,-1.9,-0.4,17.5*,0.4,nt,nt,-3.9
CCc1ccc[n+](-c2[nH]c(=O)sc2/C=N/N=C(\[O-])c2cccnc2)c1,3.0,4.5,-0.3,2.7,0.0,-1.3,-1.6,28.3
CCOC(=O)c1sc(NC(C)=O)nc1-c1ccccc1,-3.7,nt,nt,nt,nt,7.7,-0.4,-28.4
O=C(COc1ccccc1)NCC(c1ccco1)N1CCCCC1 (centres undefined),nt,-1.7,-11.9,-1.9,0.1,6.4,-3.7,-6.2
O=C(c1cccc(S(=O)(=O)N2CCOCC2)c1)N1CCN(S(=O)(=O)c2cccs2)CC1,13.9,-1.5,-3.5,-1.7,0.2,nt,nt,-0.5
O=c1[nH]nc(SCc2nc3ccccc3s2)n1C1CC1,-10.6,6.7,1.7,1.2,0.3,5.0,0.7,-99.1
C[C@@H]1CCCCO[C@H](CN(C)Cc2ccc(C(F)(F)F)cc2)[C@H](C)CN([C@H](C)CO)C(=O)c2cc(NC(=O)c3ccccc3)ccc2O1,-7.6,1.9,-3.7,7.1,-0.6,nt,-1.6,5.5
COc1ccc(C2CC(c3ccccc3)=NN2C(=S)Nc2ccccc2)cc1 (centres undefined),-1.8,-1.3,-1.6,-0.6,0.0,0.1,-4.9,-26.8
O=c1[nH]c2ccc([N+](=O)[O-])cc2[nH]1,-2.0,3.3,-27.2,2.8,0.0,-6.0,-1.0,14.6
OC[C@@H]1[C@@H](c2ccc(-c3ccccc3)cc2)[C@@H]2CN(Cc3ccccn3)CCCCN12,-4.0,0.2,-3.3,-3.1,0.1,nt,0.4,-2.4
Cc1c(C(=O)NCc2ccc(Cl)c(Cl)c2)sc(=O)n1Cc1ccccc1F,nt,nt,-2.5,nt,-0.1,33.4,0.5,-4.4
COc1ccc(C)cc1NC(=O)C1CCN(C(=O)c2ccco2)CC1,nt,-0.9,21.3,1.7,0.0,7.8,-1.2,-1.0
CO[C@@H]1CN(C)C(=O)c2ccc(NS(C)(=O)=O)cc2OC[C@@H](C)N(S(=O)(=O)CC(F)(F)F)C[C@H]1C,-1.9,-1.6,-15.3,0.1,0.2,2.1,-2.5,-1.2
COc1ccc(C2CC=C(C(C)=O)CN2S(=O)(=O)c2ccc(Cl)cc2)cc1 (centres undefined),-21.3&-15.9,-2.1&0.4,-9.0&-1.3,0.0&-5.0,0.1&-0.2,11.1&10.2,18.1&-1.8,25.5
Cc1occc1C(=O)NCc1nc(-c2ccccc2)no1,nt,-3.9,-2.7,0.5,0.6,-12.0,-2.7,-15.3
C[C@H]1Cn2cnc(C(=O)Nc3ccc(CNC(=O)OC(C)(C)C)cc3)c2C(=O)N1,nt,2.4,-0.7,nt,-0.1,27.3,-0.9,-25.8
CCc1nnc(NC(=O)CSc2nnc(-c3cccnc3)n2C)s1,6.3,-4.4,10.3,-3.6,0.6,nt,-2.0,-9.2
Cc1cccc(NC(=O)COc2ccc3c(c2)CCC3)n1,nt,-0.6,-2.7,4.1,0.0,-4.3,nt,-80.3
COc1ccc(OC)c(/C=C/C(=O)OCC(=O)N2CCN(S(=O)(=O)c3ccc(C)cc3C)CC2)c1,2.1,nt,nt,-2.3,0.0,0.9,-1.1,8.7
CCOc1ccc(CCNC(=O)COC(=O)CCS(=O)(=O)c2ccc(C)cc2)cc1OCC,-41.1,1.1,-1.6,2.1,0.4,0.3,-0.5,-6.9
COc1ccccc1CCNC(=O)C(=O)NCC1OCCN1S(=O)(=O)c1ccccc1 (centres undefined),2.8,-0.5,5.0,-2.3,0.0,8.8,1.5,-13.1
COc1ccc(NC(=O)NN2CCN(C)CC2)c(OC)c1,3.2,-0.8,-3.2,-1.4,0.0,nt,-0.3,3.6

Bioassay records: PubChem, Broad Institute

The list is partial; rates above refer to the full screens.
